OX1R antag – human HCRTR1 antagonism; O43613; CHO/OX1R cells, Fluo-8 calcium fluorescence, orexin A; inhibition, % at 5 µM; hit rate 0.43% among 330,000; AID 434989;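 active = inhibition above its plate's threshold, mean inhibition of all tested compounds on the plate plus 3 SD, cut at about 37% in these data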;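 note: 0% = orexin A challenge wells and 100% = SB-334867-A antagonist wells; not every result past the cut was called active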
Target sequence (O43613 whole entry, looked up): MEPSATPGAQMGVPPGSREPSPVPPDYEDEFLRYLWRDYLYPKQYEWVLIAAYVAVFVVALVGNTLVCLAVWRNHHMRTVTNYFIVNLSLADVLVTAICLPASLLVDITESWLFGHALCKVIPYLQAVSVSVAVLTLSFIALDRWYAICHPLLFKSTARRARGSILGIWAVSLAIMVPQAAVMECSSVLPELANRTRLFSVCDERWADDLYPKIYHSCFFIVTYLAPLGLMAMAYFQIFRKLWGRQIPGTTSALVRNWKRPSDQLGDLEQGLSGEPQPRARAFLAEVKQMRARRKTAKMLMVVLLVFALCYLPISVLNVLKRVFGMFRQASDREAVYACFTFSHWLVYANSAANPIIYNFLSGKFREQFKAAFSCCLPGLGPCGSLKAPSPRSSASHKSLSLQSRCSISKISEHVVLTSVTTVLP
CHT allo act – allosterically activates the human high affinity choline transporter; Q9GZV3; CHT-expressing cells, membrane potential dye, choline EC20; active compounds read high; LV-AA mutant CHT in HEK293 cells; B-score at 10 µM; hit rate 0.49% among 310,000; AID 488977;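 active = initial fluorescence not abnormally high and integrated response B-score, plate-corrected, over 3 SD above library mean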
Target sequence (Q9GZV3 whole entry, looked up): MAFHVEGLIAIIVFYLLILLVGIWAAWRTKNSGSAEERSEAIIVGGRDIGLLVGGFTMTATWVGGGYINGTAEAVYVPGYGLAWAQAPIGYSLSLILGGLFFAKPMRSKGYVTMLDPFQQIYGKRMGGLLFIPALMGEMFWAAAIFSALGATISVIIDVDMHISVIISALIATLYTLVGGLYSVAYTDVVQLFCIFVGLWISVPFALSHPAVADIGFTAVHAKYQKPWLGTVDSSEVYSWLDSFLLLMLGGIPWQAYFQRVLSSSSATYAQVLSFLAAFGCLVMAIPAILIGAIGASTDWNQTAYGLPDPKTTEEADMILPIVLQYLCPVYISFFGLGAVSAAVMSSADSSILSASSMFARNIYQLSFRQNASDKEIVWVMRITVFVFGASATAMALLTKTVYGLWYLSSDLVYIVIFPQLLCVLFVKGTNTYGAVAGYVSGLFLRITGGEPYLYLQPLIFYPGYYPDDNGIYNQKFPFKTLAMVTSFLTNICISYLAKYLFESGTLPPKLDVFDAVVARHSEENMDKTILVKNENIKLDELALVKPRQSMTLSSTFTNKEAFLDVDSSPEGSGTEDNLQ
An asterisk follows results filed as active; i = inactive; nt = no result given.

Results follow in this order: OX1R antag	CHT allo act
CCOc1ccc(NC(=O)C(=O)NCCN2CCN(S(=O)(=O)c3ccc(C)cc3)CC2)cc1
→ -13.8	i
O=C(C[C@H]1C/C=C\CC[C@H](Cc2ccc(F)cc2)C(=O)O[C@H](c2ccccc2)CNC1=O)N[C@H](CO)Cc1ccccc1
→ 20.6	nt
CC1CCN(CC(=O)N2CCc3ccccc32)CC1
→ -7.0	i
CC(C)(C)c1nc2c(C#N)c(-c3ccc(Cl)cc3)ccn2n1
→ -19.2	i
CCOC(=O)Cc1cc(=O)[nH]c(=O)[nH]1
→ 5.5	i
CCCC/C(O)=C1\C(=O)CC(C)(C)CC1=Nc1ccccc1OC
→ -34.0	i
COCCNc1cc(C)nc2c(-c3ccccc3OC)c(C)nn12
→ -4.7	i
Cc1cc2cc(CCNC(=O)C(=O)c3c[nH]c4ccccc34)c(=O)[nH]c2cc1C
→ 1.6	i
O=C(COC(=O)c1cn(-c2ccccc2)nc1-c1ccccc1)c1cccc([N+](=O)[O-])c1
→ -6.5	i
O=C1NCCCCC1NS(=O)(=O)c1cccc2ccccc12 (stereo unspecified)
→ 2.3	i

A different layout for some results above:
smiles: COCCNc1cc(C)nc2c(-c3ccccc3OC)c(C)nn12
  OX1R antag: -4.7	CHT allo act: i
smiles: O=C(COC(=O)c1cn(-c2ccccc2)nc1-c1ccccc1)c1cccc([N+](=O)[O-])c1
  OX1R antag: -6.5	CHT allo act: i
smiles: CCOc1ccc(NC(=O)C(=O)NCCN2CCN(S(=O)(=O)c3ccc(C)cc3)CC2)cc1
  OX1R antag: -13.8	CHT allo act: i
smiles: CC1CCN(CC(=O)N2CCc3ccccc32)CC1
  OX1R antag: -7.0	CHT allo act: i

(listing goes on)
Results follow in this order: OX1R antag	CHT allo act
Cc1c(/C=N/NC(=O)C(C)(C)Oc2ccc(Cl)cc2)cnn1C
→ 0.8	i
COc1ccc(C(=O)NC2CCCc3ccccc32)c(OC)c1OC (stereo unspecified)
→ -12.3	i
Cc1ccc(OCC(O)CN2C(=O)NC(C)(C)C2=O)cc1 (stereo unspecified)
→ -15.2	i
CC(C)(C)c1ccc(O)c(N=Cc2cc(Br)ccc2O)c1
→ -3.3	i
CC(C)C1O/C(=N/C(=O)Nc2ccc(Cl)c(Cl)c2)NC1=O (stereo unspecified)
→ 37.9	i
Cc1c(NC(=O)/C=C/c2cccs2)c(=O)n(-c2ccccc2)n1C
→ 0.6	i
CC1CCCC2(C1)NC(=S)N(c1ccccc1)N2 (stereo unspecified)
→ 7.8	i
O=C(CSc1nc(-c2ccco2)cc(C(F)(F)F)n1)Nc1ccccc1C(F)(F)F
→ -13.0	i
Cc1ccc(Cn2ccc(NC(=O)c3cc(-c4ccc(Cl)cc4)on3)n2)cc1
→ -12.6	i
CCn1c(=O)cc(SCC(=O)N2CCN(C(=O)c3ccco3)CC2)c2ccccc21
→ -17.3	i

The list continues:
Results follow in this order: OX1R antag	CHT allo act
O=C(CNC(=O)c1ccco1)Nc1ccc(OC(F)F)cc1
→ nt	i
COc1ccc(N=C(C)C2=C(O)COC2=O)cc1
→ -5.5	i
CN1CCN(Cc2c(C(=O)N3CCc4ccccc4C3)nc3ccc(Cl)cn23)CC1
→ -12.5	i
Cc1ccc(S(=O)(=O)N2CCCC2CNC(=O)C(=O)NCc2ccccn2)cc1 (stereo unspecified)
→ -10.9	i
Cc1ccc2c(c1)NC(=O)C(CC(=O)NCCCN1CCCCC1C)O2 (stereo unspecified)
→ -13.7	i
CCN(CC)C(=O)Cn1cc(S(=O)(=O)CC(=O)Nc2ccc(OC)c(OC)c2)c2ccccc21
→ 1.1	i
CCOc1ccccc1Nc1nc(N)nc(CSc2nccc(C)n2)n1
→ -17.0	i
OC1(c2ccc(Cl)cc2)CCN(Cc2cn[nH]c2-c2ccc(F)cc2)CC1
→ -15.7	i
CCOc1ccccc1N=CC1=C(O)CC(c2ccccc2)CC1=O (stereo unspecified)
→ -19.2	i
S=C(Nc1ccc(Cl)c(Cl)c1)N1CCOCC1
→ -1.7	i

Next compounds
Results follow in this order: OX1R antag	CHT allo act
COc1ccc(C(=O)N(Cc2ccccc2)c2cccc(C)c2)c(OC)c1OC
→ -26.7	i
O=C(NNc1ncnc2sccc12)c1ccc(Cl)cc1
→ -9.8	i
Cc1ccccc1-n1ccnc1SCC(=O)Nc1cccc(S(=O)(=O)NC2=NCCC2)c1
→ -15.7	nt
COc1cc(C2CC(=O)N(c3ccc(C)cc3)C(=O)C2)cc(OC)c1OC
→ -22.2	i
O=C(NCc1ccccn1)c1ccc(N2CCCC2=O)cc1
→ -1.7	i
COC(=O)c1ccc(C(=O)OC)c(NC(=O)COC(=O)C23CC4CC(CC(O)(C4)C2)C3)c1
→ -8.4	i
COc1ccc(/C=C(/C#N)C(=O)NC2CCCCC2)cc1Br
→ -43.1	i
CNC(=O)CC(CC(=O)c1ccccc1)c1ccccc1 (stereo unspecified)
→ -13.1	nt
O=S(=O)(Cc1ccccc1)/C1=C(\N2CCOCC2)CCCCCC1
→ -29.8	i
COc1ccc(-c2n[nH]c(C(F)(F)F)c2-c2cc3ccccc3o2)c(O)c1
→ 51.6*	i

The results go on:
Results follow in this order: OX1R antag	CHT allo act
O=C(c1nc2ccccn2c1CN1CCC(Cc2ccccc2)CC1)N1CCCC1
→ -46.6	i
CCc1cc(Br)ccc1N1C(=O)C2CC=CCC2C1=O (stereo unspecified)
→ -28.5	i
COc1ccc(C2=NCCn3nc4ccccc4c32)cc1
→ -23.6	i
COc1ccc(OC)c(NC(=O)CN(C)CCOc2ccc(Br)cc2)c1
→ -10.1	i
COc1ccc(N(C(=O)Cc2cccs2)C(C(=O)NC2CCCCC2)c2cccn2C)cc1OC (stereo unspecified)
→ -17.4	i
CCc1ccc(NC(=O)Cn2ncc3c4ccccc4n(C)c3c2=O)cc1
→ -12.9	i
O=C1CSC(c2cccc(F)c2)N1c1ccccc1 (stereo unspecified)
→ -11.3	i
C#CCC(NC(=O)c1ccc(C(F)(F)F)cc1)C(=O)NCCC (stereo unspecified)
→ -20.1	nt
Nc1nnc(SCCN2C(=O)c3ccccc3C2=O)s1
→ -9.9	i
Cc1onc(-c2ccccc2)c1C(=O)N=C(N)c1ccc(Cl)cc1
→ -31.5	i

Another view of some results above:
> COc1ccc(N(C(=O)Cc2cccs2)C(C(=O)NC2CCCCC2)c2cccn2C)cc1OC (stereo unspecified)
  OX1R antag: -17.4; CHT allo act: i
> CCc1ccc(NC(=O)Cn2ncc3c4ccccc4n(C)c3c2=O)cc1
  OX1R antag: -12.9; CHT allo act: i
> O=C1CSC(c2cccc(F)c2)N1c1ccccc1 (stereo unspecified)
  OX1R antag: -11.3; CHT allo act: i
> C#CCC(NC(=O)c1ccc(C(F)(F)F)cc1)C(=O)NCCC (stereo unspecified)
  OX1R antag: -20.1; CHT allo act: nt

Additional results follow:
Results follow in this order: OX1R antag	CHT allo act
CN1CCN(Cc2nc(N)nc(Nc3ccc4c(c3)OCCO4)n2)CC1
→ -14.8	i
Cc1nn(C(C)C(=O)N2CCc3ccccc3C2)c(=O)c2cc3occc3n12 (stereo unspecified)
→ -22.9	i
COc1ccc(-n2ncc3c(N4CCN(c5cccc(C)c5C)CC4)ncnc32)cc1
→ -12.9	i
CC(Cc1cccs1)NC(=O)CCCn1nnnc1CN1CCOCC1 (stereo unspecified)
→ 2.4	i
CCOc1ccc(/C=N/NC(=O)CSc2n[nH]c(=O)[nH]c2=O)cc1OC
→ -3.4	i
CC(=O)c1cccc(NS(=O)(=O)c2ccc(C(=O)Nc3ccccc3)cc2)c1
→ 70.1*	i
C/C(=N\NC(=O)c1cc(Br)ccc1O)c1ccccn1
→ nt	i
COc1ccc(NC(=O)CN(C)C(=O)c2ccc(C)s2)cc1
→ -24.9	i
COCCNC(=O)C(c1ccc(Cl)cc1)N(C(=O)CCC(=O)Nc1ccccn1)C1CCCC1 (stereo unspecified)
→ -36.0	i
O=C(O)c1cccc(-n2nc(-c3ccc(Cl)c([N+](=O)[O-])c3)c3ccccc3c2=O)c1
→ -9.5	i

Next section:
Results follow in this order: OX1R antag	CHT allo act
CCc1ccc(NC(=O)CSc2nc3nc(C)cc(C)n3n2)cc1
→ -8.0	i
O=C(CSc1nnnn1-c1ccccc1)Nc1nc(-c2ccccc2)ns1
→ 18.9	i
O=C1C(Cl)=C(N2CCN(Cc3ccccc3)CC2)C(=O)N1c1ccccc1
→ -20.3	i
O=C1C2C3CC(C(Br)C3Br)C2C(=O)N1CC1CCCO1 (stereo unspecified)
→ -9.1	i
CC(NS(=O)(=O)c1ccc(Cl)cc1)C(=O)N1CCOCC1 (stereo unspecified)
→ -13.0	i
C[C@H](CO)N1C[C@H](C)[C@@H](CN(C)C(=O)Nc2ccccc2)Oc2c(NS(=O)(=O)c3ccccc3)cccc2C1=O
→ -14.7	nt
Cc1ccc(Cc2c(C)nc3nc(SCC(=O)NCCCN4CCCCC4)nn3c2C)cc1
→ -18.3	i
COc1ccc(C(=O)Nc2ccc(C)cc2C(=O)c2ccccc2)cc1
→ -25.5	i
[O-][n+]1c2ccccc2c2n1CCCN=C2c1ccc(Cl)cc1
→ -16.5	i
Cc1ccc(C(c2nnnn2C(C)(C)C)N(Cc2ccco2)Cc2cccs2)cc1 (stereo unspecified)
→ 23.8	i

New compounds follow:
SMILES	OX1R antag	CHT allo act
Nn1c(SCC(=O)Nc2ccccc2)nnc1-c1cccnc1	-19.1	i
CC(C)C(NS(=O)(=O)c1cccc2nsnc12)C(=O)N1CCn2c1nc1ccccc12 (stereo unspecified)	27.4	i
CCc1csc(CCNC(=O)C2CCC(=O)N(CCc3cccc(F)c3)C2)n1 (stereo unspecified)	nt	i
CN1C(=O)CC(N2CCN(c3ccccc3)CC2)C1=O (stereo unspecified)	-18.4	i
O=C(Nc1ccccc1)c1ccccc1CCc1ccccc1	-0.6	i
C(=N\c1nccs1)/Nc1nccs1	-8.3	i
Cc1ccc(CNC(=O)CN(C)S(=O)(=O)c2ccc(F)cc2)cc1	-21.6	i
COc1ccccc1C(=O)Nc1ccccc1N1CCN(S(C)(=O)=O)CC1	-22.0	i

Next part:
SMILES	OX1R antag	CHT allo act
COc1ccc(-c2csc(NC(=O)/C(N=Nc3ccccc3)=C(\C)O)n2)cc1	-31.2	i
Cc1ccc(NC(=O)C(C)Sc2nnc(-c3cccnc3)n2-c2ccccc2)cc1 (stereo unspecified)	-32.9	i
COc1cc(C(=S)N2CCOCC2)cc(OC)c1O	3.1	i
O=C(O)C1C2C=CC(C2)C1C(=O)NCc1ccccn1 (stereo unspecified)	-6.6	i
O=C(NCCn1ccc2ccccc21)c1ccc(S(=O)(=O)N2CCCCC2)cc1	-11.2	i
Nc1nc(NCc2c(F)cccc2Cl)nn1-c1ccccc1	-9.6	i
Nc1nc2ccc(C(=O)NCCOC(=O)C3CCCCC3)cc2s1	-10.0	i
NNc1nc2cccnc2n(CCNc2ncc(C(F)(F)F)cc2Cl)c1=O	-18.4	i

(listing goes on)
SMILES	OX1R antag	CHT allo act
N=c1n(CCO)c2ccccc2n1CCOc1ccccc1	-10.0	i
COc1ccc(S(=O)(=O)N2CCCC2)cc1C(=O)O	-3.8	i
COC(=O)Cc1[nH]nc2c1C(c1cccc(OC)c1OC)C(C#N)=C(N)O2 (stereo unspecified)	-7.6	i
O=C(Cc1cc(=O)[nH]c(=O)[nH]1)NCCN1CCOCC1	0.4	i
CC1(C)CC(=O)C2=C(C1)OC(/N=C/N1CCOCC1)=C(C#N)C2c1ccccc1 (stereo unspecified)	-13.9	i
O=C1N[C@@H](Cc2ccccc2)C(=O)N2[C@H]3Nc4ccccc4[C@@]3([C@]34C[C@H]5C(=O)N[C@@H](Cc6ccccc6)C(=O)N5[C@H]3Nc3ccccc34)C[C@@H]12	-0.6	i
CC1(C)CC(n2c(=S)[nH]c3ccccc3c2=O)CCO1 (stereo unspecified)	-27.5	i
Cc1ccc(C2=NS(=O)(=O)N(C)C(C(=O)NCc3cccs3)=C2)cc1	-20.3	i

Other records
SMILES	OX1R antag	CHT allo act
Cc1cccn2c(=O)c(/C=C(\C#N)S(=O)(=O)c3ccccc3)c(Oc3ccc(Cl)cc3)nc12	-24.4	i
CC(=O)Oc1ccccc1C(=O)Nc1ncc([N+](=O)[O-])s1	25.7	i
O=C(NC1CCCCC1)c1cc(S(=O)(=O)N2CCCC2)ccc1Cl	-13.4	i
CC1CCCCN1CC(=O)Nc1sc2c(c1C#N)CCC2 (stereo unspecified)	-19.5	i
CC(=O)Nc1cccc(Cl)c1C(=O)O	-9.1	i
O=C(OCc1ccccc1)c1ccc(Br)o1	-26.9	i
C=CCn1c2ccccc2c(=O)c2cc(C#CC[C@@H](C)O)ccc21	-6.8	nt
Cc1ccc(CC(=O)NCc2ccc(F)cc2)cc1	-8.3	i

Following part
SMILES	OX1R antag	CHT allo act
COc1ccc(CCN(C)CC(=O)Nc2ccc(F)c(Cl)c2)cc1OC	-28.4	i
CCOC(=O)C1Oc2ccccc2C(C(=O)OC)=C1C(=O)OC (stereo unspecified)	-15.2	nt
CCOC(=O)c1c(NC(=O)CSc2cccc[n+]2[O-])sc(C(=O)Nc2ccccc2)c1C	-23.7	i
O=C(CCSc1ccccc1)N1CCOCC1	-11.0	i
Cc1cccc(Oc2nc(-c3cccc([N+](=O)[O-])c3)nc3ccccc23)c1C	-11.5	i
CCCCCOC(=O)c1ccc(NC(=O)c2ccco2)cc1	-19.9	i
CCCCCCC1/C(=N\NC(=O)c2ccccc2)CCC1C(=O)OC (stereo unspecified)	-10.4	i
O=C(O)[C@@H]1Cc2c([nH]c3ccccc23)C2CCC(=O)N21 (stereo partly specified)	14.0	i
O=C1CCC(C(=O)Nc2nnc(C3CC3)s2)=NN1	-11.0	i
Cc1ccc2c(c1)C1(C(=O)N2C)N2CC3(C)CN1CC(C)(C2)C3=O (stereo unspecified)	-9.6	i
COc1ccc(C(=S)N2CCCC2)cc1OC	-17.9	i
